Shiga toxin inh = A qHTS for Small Molecule Inhibitors of Shiga Toxin | inhibition, % at 38.7 µM | actives 9.2% (n = 290,000) | AID 2315, 2010 | Vero cells, Shiga toxin protein synthesis inhibition reporter; in the data active = inhibition mostly above about 28%, no sharp cut-off; inactive = mostly below about 43%; note: 0% is about no effect
AMA1-RON2 inh = qHTS for Inhibitors of AMA1-RON; Towards Development of Antimalarial Drug Lead: Primary Screen | actives 0.2% (n = 360,000) | AlphaScreen AMA1-biotinylated RON2 peptide binding | Plasmodium falciparum AMA1 (3D7) - RON2 peptide interaction | Potency, µM (top dose mostly 58.2 µM), for inactives: at the highest dose activity change, negative = inhibition, actives largely listed as inhibitors | AID 720542, 2013;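 note: potency is the fitted concentration of half-maximal effect; 0% = vehicle wells and -100% = peptide control; nearly all actives have a fitted effect of over 45% in size; some results filed as inactive show a strong effect at the top dose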
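AMA1 (3D7) with his tag at 25 nM final met compounds first, then biotinylated RON2 peptide at 25 nM; detection used donor plus acceptor beads, 10 µg/mL apiece, read by AlphaScreen after 30 min at room temperature.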
Pf growth 96h = Primary qHTS for delayed death inhibitors of the malarial parasite plastid, 96 hour incubation. P. falciparum luciferase reporter growth, 96 h. Potency, µM (highest dose often 28.7 µM), inactives show top-dose activity change, negative = inhibition, most hits filed as inhibitors. actives 6.9% (n = 320,000). AID 504834, 2011; note: potency is the fitted concentration of half-maximal effect; % is set by controls: 0 for no effect and ±100 for the full control effect
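Readout is luminescence from an integrated firefly luciferase in P. falciparum. Red cells, 2% hematocrit and 0.05% parasitemia final, were cultured with compound through two parasite generations (96 hours) at 37 C, 5% CO2.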
TbPYK inhibitor = qHTS of Trypanosoma Brucei Inhibitors | pyruvate kinase (Trypanosoma brucei), Q57TT1 | TbPYK enzyme, Kinase-Glo Plus ATP luminescence, 45 min | Potency, µM (series often up to 76.8 µM), inactives show at the top dose activity, negative = inhibition, most hits filed as inhibitors | actives 0.12% (n = 410,000); note: potency is the fitted concentration of half-maximal effect; % is set by controls: 0 for no effect and ±100 for the full control effect; nearly all actives have a fitted effect of over 50% in size
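Screened from lowest to highest concentration, compounds were pinned into TbPYK/substrate mixtures, and ADP (130 uM final) was added. Plates sat at room temperature for 45 min prior to Kinase-Glo Plus detection by luminescence.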
Pf growth 48h = Primary qHTS for delayed death inhibitors of the malarial parasite plastid, 48 hour incubation; P. falciparum luciferase growth in erythrocytes, 48 h; Potency, µM (series often up to 28.7 µM), inactives show at the top dose activity change, negative = inhibition, actives largely listed as inhibitors; actives 5.9% (n = 310,000); AID 504832, 2011; note: potency is the fitted concentration of half-maximal effect; % is set by controls: 0 for no effect and ±100 for the full control effect
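Luciferase-expressing parasites in RBCs, 2% Hct / 0.1% parasitemia final; RPMI 1640 + 0.5% Albumax; 37 C, 5% CO2, one generation; luminescence read-out, lower signal = inhibition.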
CHX counter = Cycloheximide Counterscreen for Small Molecule Inhibitors of Shiga Toxin; cell reporter, cycloheximide protein synthesis inhibition counterscreen; max response, %; actives 12% (n = 300,000); AID 2314, 2010; in the data active = max response mostly above about 13%, no sharp cut-off; inactive = mostly below about 14%; note: read at 38.3 µM for the half of the compounds with a filed dose; 0% is about no effect
LmPK inhibitor = qHTS Assay for Inhibitors of Leishmania Mexicana Pyruvate Kinase (LmPK) | actives 0.37% (n = 290,000) | purified LmPK, Kinase-Glo ATP luminescence, 1 h | Potency, µM (highest dose often 57.5 µM), for the others: at the highest dose activity change, negative = inhibition, actives largely listed as inhibitors; note: potency is the fitted concentration of half-maximal effect; % is set by controls: 0 for no effect and ±100 for the full control effect
Target sequence (Q27686 whole entry, looked up): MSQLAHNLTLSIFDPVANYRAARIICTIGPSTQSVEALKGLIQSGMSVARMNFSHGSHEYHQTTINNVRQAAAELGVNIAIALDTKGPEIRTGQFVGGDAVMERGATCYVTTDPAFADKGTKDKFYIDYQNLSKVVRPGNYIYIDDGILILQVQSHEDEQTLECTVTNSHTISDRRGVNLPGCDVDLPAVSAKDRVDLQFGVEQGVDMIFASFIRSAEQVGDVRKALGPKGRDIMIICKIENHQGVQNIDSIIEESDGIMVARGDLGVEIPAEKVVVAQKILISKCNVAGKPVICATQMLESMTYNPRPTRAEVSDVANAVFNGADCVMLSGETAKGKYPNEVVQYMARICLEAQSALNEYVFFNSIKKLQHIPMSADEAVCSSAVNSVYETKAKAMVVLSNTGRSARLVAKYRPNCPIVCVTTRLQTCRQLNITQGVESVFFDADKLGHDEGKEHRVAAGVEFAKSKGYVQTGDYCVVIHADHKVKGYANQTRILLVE
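Purified LmPK (0.1 nM) converted ADP (0.1 mM) to ATP with PEP (0.5 mM) in imidazole buffer pH 7.2 with KCl and MgCl2, 1 h at room temperature. ATP was read by Kinase-Glo luminescence; data normalized to uninhibited and no-enzyme controls.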
Numbers without * were called inactive; ? = inconclusive; / = not tested or not shown; & = joins results of further samples; [ ] = another dose, or the depositor's remark. Unless noted, calls come from the whole dose curve; as a rule, active = well fitted curve in the direction sought with a large enough effect; inconclusive = small, poorly fitted or top-dose-only effect, or another doubt; inactive = no such curve, though single readings can be large; an effect the other way counts as inactive or inconclusive.

SMILES	Shiga toxin inh	AMA1-RON2 inh	Pf growth 96h	TbPYK inhibitor	Pf growth 48h	CHX counter	LmPK inhibitor
O=C(/C=C/c1ccco1)Nc1ccc2nn(-c3ccccc3)nc2c1	10	-14%	-14%	-2%	10%	9	0%
CN(C)S(=O)(=O)c1cc(NC(=O)CN2CCCc3ccccc32)ccc1Cl	14	?	?	1%	?	12	0%
O=C(O)CNC(=S)N(Cc1ccccc1Cl)C1CCCCC1	13	-3%	?	-2%	10%	5	-1%
COc1ccc(CC(=O)NCc2ccc(Cl)cc2)cc1S(=O)(=O)N1CCOCC1	/	2%	?	-2%	?	/	/
OC(COc1ccccc1)CN1CCC(Cc2ccccc2)CC1 (centres undefined)	-4	-25%	?	-3%	-9%	-4	0%
Cn1c(=O)cc(OCC(=O)N2CCN(Cc3ccc4c(c3)OCO4)CC2)c2ccccc21	-17	-18%	21%	0%	?	-2	8%
CCn1c(C(=O)OC)cc2c1ccn2-c1ccc(F)cc1	113*	-23%	/	?	11%	54*	4%
Cc1cc2c(=O)n(CC(=O)NCC(=O)N3CCN(Cc4ccccc4)CC3)cnc2s1	-11	-9%	11%	-3%	-7%	-3	-1%
CC1CCCC(C)N1C(=O)COC(=O)CNC(=O)c1sc2ccccc2c1Cl (centres undefined)	/	-19%	?	-3%	35%	/	/
N#C/C(=C\c1ccccc1C(=O)O)c1nc2ccccc2[nH]1	49*	83%[activator]	-1%	-17%	?	17*	0%
Cc1cc(C)cc(NS(=O)(=O)c2ccc3[nH]c(=O)ccc3c2)c1	-5	-3%	?	-7%	-22%	-2	1%
CC(C)OC(=O)/C(C#N)=C\c1cccnc1	-9	-3%	12%	-3%	21%	8	-11%
Clc1cccc(-c2nn3c(-c4cccc(Cl)c4)nnc3s2)c1	-13	/	?	/	5%	-4	4%
Cc1c(/C=N/NC(=O)c2ccc(O)cc2)c2ccccn2c1C(=O)c1ccc(F)cc1	9	-5%[2.32 µM]	?	0%	4.1µM*	1	3%
O=C(Cn1nc(-c2cccc(Cl)c2)ccc1=O)Nc1ccc(C(=O)NC2CC2)cc1	-9	-3%	?	5%	?	-3	5%
COc1cccc(/C=C/C(=O)OCC(=O)Nc2ccc(Cl)c(S(=O)(=O)N(C)C)c2)c1	7	3%	-12%	-8%	11%	8	-11%
O=C(COC(=O)c1ccccc1Oc1ccccc1)NCc1ccco1	-7	-26%	-5%	-8%	0%	2	4%
O=C(O)CCC(=O)Nc1nc2ccccc2s1	-6	-11%	6%	4%	/	-3	-20%
Cc1ccc(NC(=O)COC(=O)CSCC(=O)Nc2cc(C)on2)c(C)c1	/	0%	14%	-4%	35%[activator]	/	/
COCc1nc2ccccc2n1Cc1ccccc1	17	5%	?	0%	30%	20*	-4%
Cc1cc(C)cc(NC(=O)Nc2ccc(NC(=O)c3ccccc3O)cc2)c1	18	-3%	17%	-1%	16%	4	3%
Cc1ccccc1C=Nc1ccccc1C(N)=O	2	-15%	11%	-2%	1%	-2	-1%
Cc1c(C(=O)Oc2ccc(F)cc2)sc2ncn(Cc3cccc(F)c3)c(=O)c12	-2	1%	11%	4%	3%	-4	0%
NNc1nc(-c2ccccc2)c2ccccc2n1	-2	33%[activator]	-2%	4%	?	2	-1%
CCc1ccccc1NC(=O)CN(c1ccc(OC)cc1OC)S(=O)(=O)c1ccccc1	-8	-6%	?	-15%	?	-1	-2%

Overlap with the part before: 3 compounds; new compounds follow.
SMILES	Shiga toxin inh	AMA1-RON2 inh	Pf growth 96h	TbPYK inhibitor	Pf growth 48h	CHX counter	LmPK inhibitor
Cc1c(C(=O)Oc2ccc(F)cc2)sc2ncn(Cc3cccc(F)c3)c(=O)c12	-2	1%	11%	4%	3%	-4	0%
NNc1nc(-c2ccccc2)c2ccccc2n1	-2	33%[activator]	-2%	4%	?	2	-1%
CCc1ccccc1NC(=O)CN(c1ccc(OC)cc1OC)S(=O)(=O)c1ccccc1	-8	-6%	?	-15%	?	-1	-2%
CCOC(=O)CNC(=S)N(Cc1cccs1)C1CCCCC1	16	1%	7.4µM*	-4%	17%	-1	2%
OCCN(/C=N/c1nc(-c2ccc(Br)cc2)cs1)CCO	64*	-20%	/	28%	112%[activator]	30*	3%
O=C1CC(SC(=Nc2ccccc2)Nc2ccccc2)C(=O)N1c1ccc(Cl)c(Cl)c1 (centres undefined)	2	-9%	36%[activator]	4%	?	-2	7%
O=C(c1cccc([N+](=O)[O-])c1)N1CCN(S(=O)(=O)/C=C/c2ccccc2)CC1	/	-6%	?	-7%	?	/	/
O=C(NCc1ccccn1)c1ccc(/C=N/O)nc1	-12	29%	?	1%	-21%	-4	1%
Cn1nnc(NC(=O)/C=C/c2ccco2)n1	10	-16%	30%[activator]	1%	33%[activator]	14	-10%
Cc1ccc(C2CC(c3ccc(NS(C)(=O)=O)cc3)=NN2C(=O)c2ccco2)cc1 (centres undefined)	16	-21%	?	9%	-17%	-1	1%
COc1ccc(C(=O)N(C)Cc2ccc(C)o2)cc1OC1CCN(C(C)C)CC1	-3	-4%	-5%	-2%	-11%	4	0%
CCOc1ccccc1Oc1c(C)oc2c(CN3CCN(CCO)CC3)c(O)ccc2c1=O	17	-9%	?	0%	5%	6	2%
Cc1ccccc1NC(=O)c1cccc(Cn2cc(Br)c([N+](=O)[O-])n2)c1	-16	7%	-2%	2%	?	-4	7%
CNC(=O)N(O)C1N(/N=C/c2cc(Br)ccc2O)C(=S)SC1(C)C (centres undefined)	36	63%[activator]	4%	2%	0%[0.00184 µM]	15*	4%
CCSc1ccc(NC(=O)c2cccnc2)cc1	47	17%	43%[activator]	-10%	78%[activator]	34*	-6%
COc1ccc(NC(=O)c2cncc(Br)c2)cc1S(N)(=O)=O	14	3%	9%	-2%	15%	0	4%
CC1Oc2ccccc2OC1(O)c1ccccn1 (centres undefined)	-7	7%	0%	6%	-4%	-2	1%
COc1cc(CNCc2ccc(Br)cc2)cc(OC)c1	-3	-16%	-5%	2%	/	0	-1%
Cc1cc(C)cc(N(C(C)C(=O)N2CCCC2)S(C)(=O)=O)c1 (centres undefined)	3	-13%	72%[activator]	-18%	-1%	-2	1%
Cc1ccsc1C(=O)NNC(=O)c1ccc(NS(=O)(=O)c2cccs2)cc1	/	38%[activator]	5%	-2%	-26%	/	/
Cc1cc(C(=O)OCC(=O)NCc2cccs2)c2ccccc2n1	-13	?	7%	-2%	2%	-3	3%
COc1ccc(OCC(=O)NNC(=O)c2nn(C)c(=O)c3ccccc23)cc1	-3	54%[activator]	-1%	0%	13%	-3	-3%
CCc1ccc(NC(=O)C2CCN(S(=O)(=O)c3cnc[nH]3)CC2)cc1	-8	-1%	13µM*	0%	?	0	0%
CCCN(Cc1ccccc1)S(=O)(=O)c1ccc(N2C(=O)CCC2=O)cc1	29	-5%	/	6%	1%	-5	0%
CCC(C)C(NC(=O)C(C)NC(=O)CNC(=O)CNC(=O)OCc1ccccc1)C(=O)OC (centres undefined)	4	13%	?	-2%	1%	-2	2%
CCOc1ccc(N2C(=O)CC(NCC3CCCO3)C2=O)cc1 (centres undefined)	5	16%	17%	4%	6%	-4	10%
O=C(COc1ccc(-n2cnnn2)cc1)Nc1ccccc1Cl	-8	-21%	8%	0%	23%	10	9%
CCOC(=O)C1CCN(C(=O)Cn2nc(C)n3c(cc4cc(C)ccc43)c2=O)CC1	16	15%	-1%	1%&4%	-6%	7	2%
SMILES	Shiga toxin inh	AMA1-RON2 inh	Pf growth 96h	TbPYK inhibitor	Pf growth 48h	CHX counter	LmPK inhibitor
CC(=O)Nc1ccc(C2=NNC(=NCC3CCCO3)SC2)cc1 (centres undefined)	60	59%[activator]	-45%	-5%	3%	-1	3%
Cc1cnc(C(=O)NCc2ccc(Cl)cc2Cl)cn1	4	2%	-13%	7%	13%	-2	0%
O=C(NCc1ccco1)c1sc2cc(F)ccc2c1Cl	86*	-4%	15µM*	4%	111%[activator]	39*	0%
Cc1ccc(S(=O)(=O)N(CC(=O)NCc2ccco2)c2ccccc2C)cc1	10	8%	?	3%	-27%	-5	0%
CCOc1ccc(CC(C(N)=O)C(N)=O)cc1	-3	-4%	4%	4%	6%	-2	-3%
CC(C)Cn1cc(C(=O)NCC2CCCO2)c2c3ccccc3n(C)c2c1=O (centres undefined)	3	7%	-41%	-25%	13µM*	5	0%
Clc1ccc2c(N3CCOCC3)ccnc2c1	/	-10%	11%	2%	9%	-2	-1%
CCC1(CC)NC(=O)N(CC(=O)OCC(=O)Nc2sccc2C#N)C1=O	-3	-12%	0%	-2%	?	0	-18%
CN(CCC#N)C(=O)COC(=O)c1ccc2[nH]c3c(c2c1)CCCC3	30	-7%	0%	1%	26%	24	1%
Cn1c(N)c(C(=O)COC(=O)CCC(=O)c2cccs2)c(=O)n(C)c1=O	-2	-4%	2%	0%	23%	1	4%
CN(c1ccccc1)S(=O)(=O)c1nnc(NC(=O)COc2ccccc2F)s1	27	-4%	4%	0%	-14%	-11	7%
O=C(CN1CCC(c2nc3ccccc3[nH]2)CC1)NCc1ccc2c(c1)OCO2	-10	-12%	?	-1%	?	1	-4%
Cc1ccc(NC(=O)[C@H](Cc2c[nH]c3ccccc23)NC(=O)[C@@H]2Cc3ccccc3CN2)c(C)c1	50	59%[activator]	?	9%	?	9	-7%
O=C(c1cc(-c2cccc(Cl)c2)nc2ccccc12)N1CCCC1	-8	1%	-1%	-4%	?	-1	-7%
Cc1cc(C)n(-c2ccc(Cl)c(Cl)c2)n1	4	6%	-7%	-1%	58%[activator]	4	3%
Cc1ccc(S(=O)(=O)NCC2CCCO2)cc1[N+](=O)[O-] (centres undefined)	-4	30%[activator]	?	-8%	-1%	11	-1%
COc1ccc(CCN2C(=O)C(O)=C(C(=O)c3ccco3)C2c2cccs2)cc1OC (centres undefined)	2	34%[activator]	-11%	3%	13%	1	0%
O=C(Nc1ccnn1C1CCN(Cc2ccc(CO)o2)CC1)c1ccccc1Cl	-8	1%	37%[activator]	8%	-7%	-3	-8%
O=C(C1CC(=O)N(c2ccc(F)cc2)C1)N1CCCCC1 (centres undefined)	0	-14%	1%	-6%	6%	7	-2%
COc1cc([N+](=O)[O-])ccc1NC(=O)CSc1ccccn1	-7	/	?	/	-12%	18	-7%
C=CCc1c(C)nc(-c2ccccc2)nc1N/N=C/c1ccccc1	-3	66%[activator]	?	-2%	38%[activator]	-4	3%
Cc1nn(C2CCS(=O)(=O)C2)c(Cl)c1/C=C/C(=O)OCC(=O)Nc1ccccc1OC(F)F (centres undefined)	-20	10%	/	3%	-21%	-2	3%
C=CCOC(=O)C1=C(C)NC(SCC(=O)Nc2nccs2)=C(C#N)C1c1ccc(Cl)cc1 (centres undefined)	33	14%	2.1µM*	-1%	2.1µM*	1	-1%

Compound activity (PubChem BioAssay)

Outcome played no part in choosing rows (roughly 21% active in at least one column).
